Rac1 wt modul = wildtype Rac1 GTP binding modulators, primary screen, biochemical, GST-Rac1 beads, flow cytometry, multiplex; Ras-related C3 botulinum toxin substrate 1 (Homo sapiens), P63000; fluorescent GTP binding; actives lie on both sides; 0 = cold GTP competed, 100 = untreated; GTP binding activity (% of control), % at 10 µM; hit rate 0.27% among 190,000;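 active means GTP binding activity at least 20 points away from the 100% control level, either lower or higher; inconclusive means compound flagged as likely green fluorescent, judged across all proteins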
Rab7 wt GTP bind = modulators of GTP binding to Rab7, primary screen, biochemical, wildtype, multiplex bead flow cytometry; GST-Rab7 beads, fluorescent GTP binding; actives lie on both sides; untreated = 100%, excess cold GTP = 0%; GTP binding activity (percent of control), % at 10 µM; hit rate 0.055% among 190,000;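 active means fluorescent GTP binding to Rab7 beads changed by at least 20 points from the 100% baseline, either direction, mostly lower; inconclusive means compound itself probably fluorescent, or too few beads counted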;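 further: median green fluorescence of bound Bodipy-FL-GTP per Rab7 bead population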
Mcl1-Noxa inh = Mcl-1/Noxa binding inhibitors, primary screen, biochemical, TR-FRET, 1536-well; Induced myeloid leukemia cell differentiation protein Mcl-1 (Homo sapiens), Q07820; TR-FRET Mcl-1/Noxa peptide binding, 2 h; inhibition, % at 21.7 µM; hit rate 1.5% among 220,000;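 active means compounds that cut the protein-peptide binding signal by more than 50% relative to plate controls in a single-dose test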;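 further: His-tagged Mcl-1 with rhodamine Noxa BH3 peptide and terbium anti-His antibody; 0% = Mcl-1 plus Noxa peptide wells and 100% = peptide-only wells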
Target sequence (Q07820 whole entry, looked up): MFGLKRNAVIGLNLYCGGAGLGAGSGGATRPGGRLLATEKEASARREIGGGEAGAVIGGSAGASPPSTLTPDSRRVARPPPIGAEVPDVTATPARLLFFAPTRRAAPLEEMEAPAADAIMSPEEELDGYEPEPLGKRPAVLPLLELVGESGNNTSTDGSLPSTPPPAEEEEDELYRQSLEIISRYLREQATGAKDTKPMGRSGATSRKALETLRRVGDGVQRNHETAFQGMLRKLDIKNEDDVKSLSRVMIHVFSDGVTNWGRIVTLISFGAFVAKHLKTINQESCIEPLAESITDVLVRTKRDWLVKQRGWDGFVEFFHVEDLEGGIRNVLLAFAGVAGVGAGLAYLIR
HRas wt GTP bind = modulators of GTP binding to HRas wildtype, primary screen, biochemical, bead-based flow cytometry, multiplex. GTPase HRas (Homo sapiens), P01112. GST-Ras wt beads, Bodipy-FL-GTP binding; actives lie on both sides. GTP binding activity, % at 10 µM. hit rate 0.14% among 190,000;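 active means GTP binding activity at least 20% away from the 100% baseline, either lowered as inhibitor or raised as activator; inconclusive means flagged as likely green fluorescent, judged across all proteins in the well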;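 further: 0% = unlabeled GTP competition control and 100% = no-compound control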
Target sequence (P01112 whole entry, looked up): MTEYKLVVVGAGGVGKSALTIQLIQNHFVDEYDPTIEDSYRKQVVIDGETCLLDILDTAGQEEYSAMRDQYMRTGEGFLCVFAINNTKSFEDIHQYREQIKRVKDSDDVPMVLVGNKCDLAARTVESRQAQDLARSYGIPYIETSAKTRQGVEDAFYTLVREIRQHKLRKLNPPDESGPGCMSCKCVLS
Avidin fluor = green autofluorescence of compounds with avidin beads – biophysical, 488/530 nm, flow cytometry, artefact control, profiling panel. compound fluorescence 488/530 nm; stronger effect = higher value. fluorescence (KMESF) at 10 µM. hit rate 0.38% among 220,000. AID 1775, 2009; in the data active means fluorescence above about 47; further: inactives centre near 10
Rac1 act GTP bind = GTP binding modulators of activated mutant Rac1, primary screen, biochemical, bead-based flow cytometry, multiplex, fluorescent GTP; AID 764, 2007; GST-Rac1 activated beads; actives lie on both sides; 100% means binding = to untreated wells; percent activity (GTP binding), % at 10 µM; Ras-related C3 botulinum toxin substrate 1 (Homo sapiens), P63000; hit rate 0.11% among 190,000;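 active means GTP binding at least 20 percentage points away from the 100% baseline, in either direction, so actives lie on both sides; inconclusive means Compound likely fluorescent itself, or too few beads counted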
Mcl1 Bid PPI = Mcl-1/Bid binding inhibitors, primary screen, biochemical, TR-FRET, 1536-well; inhibition, % at 21.7 µM; hit rate 0.97% among 220,000; TR-FRET Mcl-1/Bid-Dy647 peptide binding; Induced myeloid leukemia cell differentiation protein Mcl-1 (Homo sapiens), Q07820;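 active means compounds that cut the binding signal by more than half at the single screening dose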;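 further: His-tagged Mcl-1 with europium anti-His antibody binding Bid BH3 peptide; 0% = Mcl-1 plus peptide wells and 100% = peptide-only wells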
GSH bead fluor = compound fluorescence on glutathione beads, profiling panel, artefact control, biophysical, 488/530 nm, flow cytometry | AID 1776, 2009 | hit rate 0.25% among 190,000 | GSH beads flow cytometry, compound fluorescence 488/530 nm; stronger effect = higher value | fluorescence (KMESF) at 10 µM; in the data active means fluorescence above about 89;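 further: glutathione beads carrying GST-tagged Bcl family fusion proteins plus one bare bead set; values are compound well signal with DMSO vehicle wells as background; inactives centre near 16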
Rab2A wt mod = modulators of GTP binding to Rab2A wildtype, primary screen, biochemical, dog, bead-based flow cytometry, multiplex | Ras-related protein Rab-2A (Canis lupus familiaris), P61105 | GST-Rab2 wt beads, Bodipy-GTP binding | GTP binding activity, % at 10 µM | hit rate 0.19% among 190,000 | AID 760, 2007;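 active means GTP binding activity at least 20 points away from 100%, either lowered or raised; inconclusive means signal likely due to the compound's own green fluorescence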;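 further: 0% = beads with excess unlabeled GTP and 100% = no-compound control corrected for plate trend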
Pf gametocyte = late stage P. falciparum gametocyte viability inhibitors, primary screen, ATP luminescence, HTS; hit rate 0.065% among 150,000; inhibition, % at 10.9 µM; P. falciparum stage V gametocytes, 24 h;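 active means inhibition above the mean plus 3 SD of compounds within the control limits, set per campaign, cut at about 38% in these data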;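 further: 0% = DMSO wells and 100% = medium only without gametocytes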
Cdc42 wt GTP = modulators of GTP binding to wildtype Cdc42, primary screen, biochemical, multiplex bead flow cytometry, Bodipy-GTP | percent activity (GTP binding), % at 10 µM | GST-Cdc42 beads; actives lie on both sides | Cell division control protein 42 homolog (Homo sapiens), P60953 | hit rate 0.2% among 190,000;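 active means percent activity GTP binding at least 20 points away from the 100% baseline, either down as inhibitor or up as activator; inconclusive means compound flagged as likely green fluorescent from well-wide comparison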;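 further: median bead fluorescence of bound Bodipy-FL-GTP at 100 nM; 0% = excess unlabeled GTP control and 100% = no compound control; below 100% means less GTP binding so inhibitor and above means activator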
Target sequence (P60953 whole entry, looked up): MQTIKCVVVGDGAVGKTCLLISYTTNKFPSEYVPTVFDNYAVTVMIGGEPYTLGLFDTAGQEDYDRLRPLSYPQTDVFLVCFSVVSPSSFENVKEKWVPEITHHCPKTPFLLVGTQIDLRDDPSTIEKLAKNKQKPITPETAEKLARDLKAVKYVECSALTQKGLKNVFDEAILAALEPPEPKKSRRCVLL
The depositor's hits bear a star; ? = inconclusive; . = not tested or not shown.

SMILES	Rac1 wt modul	Rab7 wt GTP bind	Mcl1-Noxa inh	HRas wt GTP bind	Avidin fluor	Rac1 act GTP bind	Mcl1 Bid PPI	GSH bead fluor	Rab2A wt mod	Pf gametocyte	Cdc42 wt GTP
CC(C)OC(=O)CCC1(C(=O)O)CCC(=O)NC1 (centres undefined)	103	97	-7	102	23	100	-32	7	99	8	103
O=C(COC(=O)c1cccc(Cl)c1)Nc1cc(Cl)ccc1Oc1ccccc1	107	105	7	102	14	101	-4	13	101	2	104
Clc1cccc(-c2ccc(C=Nc3ccc(N4CCOCC4)cc3)o2)c1	102	105	21	99	3	97	-74	9	97	.	98
CCC(=O)Nc1ccccc1C(=O)OCC(=O)c1ccccc1	100	96	2	99	14	99	-5	23	101	14	101
CCC(=O)N(Cc1cc2c(C)ccc(C)c2[nH]c1=O)C1CCCCC1	101	104	-15	101	12	100	10	17	101	.	103
O.O.O.O=S(=O)([O-])OC[C@H]1O[C@@H](O[C@]2(COS(=O)(=O)[O-])O[C@H](OS(=O)(=O)[O-])[C@@H](OS(=O)(=O)[O-])[C@@H]2OS(=O)(=O)[O-])[C@H](OS(=O)(=O)[O-])[C@@H](OS(=O)(=O)[O-])[C@@H]1OS(=O)(=O)[O-].[Al]	101	101	1	100	7	98	-5	19	101	.	101
O=C1CN(C(=O)C2CC2)c2ccccc2N1	105	106	3	107	11	103	-14	24	106	.	108
CCOC(=O)COc1c(C(=O)OC)sc2ncccc12	98	95	3	97	7	97	-2	14	97	0	96
Cc1ccc(C)c(-n2c(Cc3cc(=O)[nH]c(=O)[nH]3)nnc2SC(C)C)c1	105	97	0	99	8	99	-14	13	101	.	101
COc1ccc(C(=O)NCc2ccc3c(c2)OCO3)cc1S(=O)(=O)NCc1ccc(Cl)cc1	102	98	18	97	17	97	-18	7	96	.	99
O=c1[nH]c2cc(Cl)ccc2n1-c1ccccc1	101	96	7	99	15	98	3	64	100	.	101
O=[N+]([O-])c1ccccc1S(=O)(=O)N1CCc2ccccc2C1	101	106	-6	102	22	96	-18	11	99	-21	98
CCOC(=O)c1c(-c2ccccc2)n(C)c2ccc(O)cc12	101	98	-12	100	37	101	-11	17	101	.	101
O=C(N/N=C/c1cc(Br)ccc1O)c1ccccc1Cl	102	98	-22	98	6	99	-56	10	98	-30	100
COc1ccc(Nc2nc3ccc(OC)cc3s2)cc1	102	106	22	99	26	95	-32	23	99	7	102
Cc1cc(Br)cc(C)c1OCCCCN(C)C	104	97	14	100	9	101	31	18	98	-6	101
COc1ccc(CCNS(=O)(=O)c2ccc(N3CCCC3=O)cc2)cc1	95	94	-10	94	21	94	-3	19	97	6	98
COc1ccc(-c2nc3n(n2)C(c2cccnc2)C(C(N)=O)=C(C)N3)cc1 (centres undefined)	103	104	13	100	21	102	-22	17	101	.	103
Cc1cc(C)n(-c2ccc(C(=O)Nc3cc(S(=O)(=O)N(C)C)ccc3Cl)cc2)n1	100	100	7	99	13	98	19	12	97	-6	99
C[C@H](NC(=O)NCCc1ccccc1)C(=O)O	107	101	3	99	7	103	-3	13	102	.	102
O=C(N/N=C/c1ccccc1Br)c1ccc(CSc2cccc3cccnc23)cc1	111	103	-18	101	10	99	-17	45	101	11	104
Cn1c(N2CCOCC2)cc(=O)n(C)c1=O	99	96	4	98	9	95	-8	12	98	11	97
Nc1cc(-c2ccco2)no1	99	99	20	101	23	100	-49	15	99	.	101
CC(=O)Nc1ccc(S(=O)(=O)NC(CC(=O)NCCC2=CCCCC2)C(C)C)cc1 (centres undefined)	104	96	-1	103	7	102	0	22	103	-3	103
O=C1NC2(CCCCCC2)C(=O)N1CCS(=O)(=O)Oc1ccccc1	101	95	18	97	12	96	-6	17	96	14	97

2 of the compounds above, with two lines to a compound.
Every second line gives: Rac1 wt modul	Rab7 wt GTP bind	Mcl1-Noxa inh	HRas wt GTP bind	Avidin fluor	Rac1 act GTP bind	Mcl1 Bid PPI	GSH bead fluor	Rab2A wt mod	Pf gametocyte	Cdc42 wt GTP
> CC(C)OC(=O)CCC1(C(=O)O)CCC(=O)NC1 (centres undefined)
 : 103	97	-7	102	23	100	-32	7	99	8	103
> O=C(COC(=O)c1cccc(Cl)c1)Nc1cc(Cl)ccc1Oc1ccccc1
 : 107	105	7	102	14	101	-4	13	101	2	104

Next section
SMILES	Rac1 wt modul	Rab7 wt GTP bind	Mcl1-Noxa inh	HRas wt GTP bind	Avidin fluor	Rac1 act GTP bind	Mcl1 Bid PPI	GSH bead fluor	Rab2A wt mod	Pf gametocyte	Cdc42 wt GTP
COc1cc(NC(=O)CN2CCN(c3ccccc3F)CC2)c(C)cc1[N+](=O)[O-]	104	101	6	99	3	99	-22	11	100	1	103
O=C(CNc1cccc2ccccc12)c1ccc([N+](=O)[O-])cc1	98	97	20	95	5	96	-59	15	96	20	98
CCOC(=O)c1ccc(NC(=O)C2CCCO2)cc1 (centres undefined)	101	103	3	102	20	96	-16	14	102	.	101
Cn1c(N)c(C(=O)COC(=O)COc2ccccc2C#N)c(=O)n(C)c1=O	99	97	14	98	11	94	-102	13	93	7	94
CCCCN1CNC(=S)N(c2ccc(C(=O)OCC)cc2)C1	101	103	-1	101	6	96	-74	9	96	5	98
CCOC(=O)N1CCN(C(=O)CSCC(=O)Nc2nc(-c3ccc(Cl)s3)cs2)CC1	105	98	6	101	6	100	-4	59	99	.	104
O=C(CSC1=NCCS1)N1CCN(c2ccc(Cl)cc2)CC1	92	96	13	96	28	94	-24	15	94	.	95
CN(C(=O)COC(=O)CNC(=O)c1sc2ccccc2c1Cl)c1ccccc1	94	91	-5	92	11	97	-9	6	92	-15	95
O=C(Cn1cnc([N+](=O)[O-])c1)Nc1cc(Oc2ccc(Cl)cc2Cl)cc([N+](=O)[O-])c1	102	99	14	99	20	98	1	14	96	.	98
N#Cc1cnn2c(N)c(-c3ccc(Cl)cc3)cnc12	101	103	-3	97	24	95	-16	10	99	1	93
CSc1ccc(C#N)cc1NC(=O)c1ccccc1	97	93	15	95	10	96	-24	15	95	3	95
O=C1NC(=NCc2ccccc2)S/C1=C\c1ccccc1	101	100	28	98	9	98	7	18	97	.	101
Cn1c(=O)c2c(nc(CN3CCC(C(N)=O)CC3)n2Cc2c(F)cccc2Cl)n(C)c1=O	103	97	7	100	12	100	-14	26	100	.	100
Cc1c(-c2cc[n+]([O-])cc2)oc2ccc(Br)cc2c1=O	92	98	15	84	13	90	-10	66	84	.	84
CC1=NNC(=O)/C1=C\c1cn(-c2ccccc2)nc1-c1ccc(Cl)cc1	96	97	-51	98	7	98	-15	26	99	.	99
Cc1[nH]n(-c2ccccc2)c(=O)c1N=Nc1ccc2c(c1)OCCO2	91	91	-6	93	27	91	-18	8	92	-19	93
CCn1cc(/C=N/NS(=O)(=O)c2ccc(C)cc2)c(C)n1	108	102	-7	103	4	99	-46	12	103	-16	102
CC1(C)CC(=O)C2=C(C1)N=C1SCCC(=O)N1C2c1ccc(C(F)(F)F)cc1 (centres undefined)	104	99	0	101	17	98	-19	24	100	-10	101
Cc1ccccc1C(=O)Nc1ccc(C(=O)N/N=C/c2ccncc2)cc1	95	101	-4	98	5	95	-42	10	100	23	94
Cc1cnc(C(=O)OCc2ccc(COC(=O)c3cnc(C)cn3)cc2)cn1	102	106	46	99	69*	95	-2	7	98	.	98
O=C(CN(C1CCCCC1)S(=O)(=O)c1ccc(F)cc1)NCCCO	105	101	10	102	17	99	2	35	101	.	102
O=C(c1coc2ccc(O)cc12)C1CC1	103	103	9	102	7	99	-36	15	100	.	101
COC(=O)c1sc(NC(=O)CSc2n[nH]c(N)n2)c(C(=O)OC)c1C	99	102	5	97	10	94	-19	14	97	-7	96
Cc1ccc(-c2noc(=O)n2CC(=O)Nc2ccc(S(=O)(=O)NC3CC3)cc2)cc1	103	104	-8	105	14	99	-12	12	103	.	104
Cc1ccc(NC(=O)c2c(C(F)(F)F)nn(C)c2Cl)cc1C	86	100	1	89	22	87	-6	12	94	.	85

Continued (2 carried over from the part before).
SMILES	Rac1 wt modul	Rab7 wt GTP bind	Mcl1-Noxa inh	HRas wt GTP bind	Avidin fluor	Rac1 act GTP bind	Mcl1 Bid PPI	GSH bead fluor	Rab2A wt mod	Pf gametocyte	Cdc42 wt GTP
Cc1ccc(-c2noc(=O)n2CC(=O)Nc2ccc(S(=O)(=O)NC3CC3)cc2)cc1	103	104	-8	105	14	99	-12	12	103	.	104
Cc1ccc(NC(=O)c2c(C(F)(F)F)nn(C)c2Cl)cc1C	86	100	1	89	22	87	-6	12	94	.	85
Cc1ccccc1-c1nnc(Cc2ccccc2)o1	101	96	-13	97	1	102	0	6	102	2	97
Cc1cccc(-n2c(C)cc(C)c(C#N)c2=O)c1	105	106	-3	103	9	99	-7	14	101	10	105
CCC(=O)c1ccc(N2CCN(C(=O)c3ccc(F)cc3)CC2)c(F)c1	98	109	4	100	10	94	-11	9	99	.	96
COc1cc(NC(=O)COn2nnc3ccc(S(C)(=O)=O)cc32)cc(OC)c1	99	97	21	98	9	98	2	16	94	5	96
O=C(NCN1CCc2ccccc2C1)c1cnccn1	105	104	6	104	15	101	-35	21	106	10	106
CCOc1ccc(C2NC(=O)NC(C)=C2C(=O)OC)cc1C (centres undefined)	103	97	-10	98	.	97	-7	29	100	0	100
CCc1ccc(NC(=O)c2ccc3ncsc3c2)cc1	?	?	-10	?	13	?	-6	11	?	.	?
Nc1nc(N2CCOCC2)n[nH]1	99	96	6	95	6	96	-34	12	97	-2	97

Bioassay records: PubChem, several laboratories
